RGS4 inh – Inhibitors of Regulator of G Protein Signaling (RGS) 4: qHTS; Regulator of G-protein signaling 4 (Homo sapiens), P49798; Transcreener GDP fluorescence polarization, RGS4-accelerated GTP hydrolysis; Potency, µM (titrated, usually from 114 µM), for the others: at the top dose activity change, negative = inhibition, usual class: inhibitors; actives 0.039% (n = 390,000); AID 504845, 2011; also: % is scaled to controls: 0 for no effect and ±100 for the full control effect; nearly all actives have a fitted effect of over 75% in size; some results filed as inactive show a strong effect at the top dose
Target sequence (P49798 whole entry, looked up): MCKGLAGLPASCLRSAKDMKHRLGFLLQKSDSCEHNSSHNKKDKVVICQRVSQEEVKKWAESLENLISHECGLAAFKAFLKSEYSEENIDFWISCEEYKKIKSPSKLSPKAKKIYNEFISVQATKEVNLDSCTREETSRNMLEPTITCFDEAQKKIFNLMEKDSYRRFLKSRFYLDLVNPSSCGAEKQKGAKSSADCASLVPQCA
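MLSMR compounds (23 nl, pin-transferred) preincubated 10 min at room temperature with a 500nM (2x) first reagent, then RGS4 at 900nM (2x) plus Transcreener GDP mix added; fluorescence polarization (620/688 nm) read before and after 90 min at 30 °C.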
Vif-A3G inh – qHTS for Inhibitors of Vif-A3G Interactions: qHTS. Potency, µM (series often up to 46.1 µM), inactives show at the highest dose activity, negative = active, most hits filed as inhibitors. HeLa A3G-eYFP + Vif (tagged APOBEC3G with the HIV-1 protein that degrades it), YFP fluorescence, overnight. DNA dC->dU-editing enzyme APOBEC-3G (Homo sapiens), Q9HC16. actives 0.076% (n = 410,000);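 also: % is scaled to controls: 0 for no effect and ±100 for the full control effect; nearly all actives have a fitted effect of over 60% in size; hits raise eYFP signal because A3G escapes Vif-driven loss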
Target sequence (Q9HC16 whole entry, looked up): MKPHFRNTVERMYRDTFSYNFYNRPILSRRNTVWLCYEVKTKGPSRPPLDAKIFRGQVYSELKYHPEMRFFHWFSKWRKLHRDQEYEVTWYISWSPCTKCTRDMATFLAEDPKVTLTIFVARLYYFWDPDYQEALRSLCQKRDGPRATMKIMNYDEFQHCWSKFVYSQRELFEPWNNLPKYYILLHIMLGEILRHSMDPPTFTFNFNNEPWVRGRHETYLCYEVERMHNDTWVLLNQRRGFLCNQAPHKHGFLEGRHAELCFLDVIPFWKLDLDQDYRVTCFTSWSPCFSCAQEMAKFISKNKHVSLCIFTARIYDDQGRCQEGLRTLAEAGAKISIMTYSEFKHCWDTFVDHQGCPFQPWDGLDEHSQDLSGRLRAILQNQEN
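Read-out is eYFP fluorescence (Ex 488/Em 500-530) from Vif-expressing HeLa A3G-eYFP cells; more signal means A3G escaped Vif-mediated degradation. Cells plated overnight, compound pinned in, incubated overnight at 37 deg C.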
mIDH1 inhibitor – qHTS for Inhibitors of mutant isocitrate dehydrogenase 1 (IDH1): qHTS; Isocitrate dehydrogenase [NADP] cytoplasmic (Homo sapiens), O75874; AID 602179, 2012; IDH1-R132H enzyme, NADPH consumption, diaphorase/resazurin fluorescence; actives 0.093% (n = 390,000); Potency, µM (highest dose often 76.6 µM), inactives show top-dose activity change, negative = inhibition, usual class: inhibitors; also: % is scaled to controls: 0 for no effect and ±100 for the full control effect; nearly all actives have a fitted effect of over 65% in size
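IDH1-R132H (0.5 ug/mL dispensed) in pH 7.5 Tris buffer was preincubated 30 min with compound, then given a substrate mix of 0.016 mM NADPH and 2 mM alpha-KG for 80 min at room temperature; remaining NADPH was read by diaphorase/resazurin fluorescence.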
USP1-UAF1 inh – Inhibitors of USP1/UAF1: Primary Screen; recombinant USP1/UAF1, Ub-Rhodamine cleavage fluorescence; Potency, µM (highest dose often 57.1 µM), for inactives: top-dose activity change, negative = inhibition, hits mostly inhibitors; actives 0.23% (n = 390,000); AID 743255, 2014; also: % is scaled to controls: 0 for no effect and ±100 for the full control effect; nearly all actives have a fitted effect of over 60% in size; inactives centre near -12
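High-throughput fluorogenic screen: 1nM USP1/UAF1 complex, Ub-Rho substrate 150nM final, 50mM HEPES pH 7.8 with 0.5mM EDTA, 0.1 mg/ml BSA, 1mM TCEP and 0.01% Tween-20.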
TrxR1 substrate – qHTS Assay for Substrates of Mammalian Selenoprotein Thioredoxin Reductase 1 (TrxR1): qHTS | purified TrxR1 substrate turnover, NADPH consumption readout | Potency, µM (highest dose often 114 µM), inactives show at the highest dose activity change, negative = substrate turnover | actives 0.01% (n = 390,000); also: % is scaled to controls: 0 for no effect and ±100 for the full control effect; nearly all actives have a fitted effect of over 50% in size
Target sequence (O89049 whole entry, looked up): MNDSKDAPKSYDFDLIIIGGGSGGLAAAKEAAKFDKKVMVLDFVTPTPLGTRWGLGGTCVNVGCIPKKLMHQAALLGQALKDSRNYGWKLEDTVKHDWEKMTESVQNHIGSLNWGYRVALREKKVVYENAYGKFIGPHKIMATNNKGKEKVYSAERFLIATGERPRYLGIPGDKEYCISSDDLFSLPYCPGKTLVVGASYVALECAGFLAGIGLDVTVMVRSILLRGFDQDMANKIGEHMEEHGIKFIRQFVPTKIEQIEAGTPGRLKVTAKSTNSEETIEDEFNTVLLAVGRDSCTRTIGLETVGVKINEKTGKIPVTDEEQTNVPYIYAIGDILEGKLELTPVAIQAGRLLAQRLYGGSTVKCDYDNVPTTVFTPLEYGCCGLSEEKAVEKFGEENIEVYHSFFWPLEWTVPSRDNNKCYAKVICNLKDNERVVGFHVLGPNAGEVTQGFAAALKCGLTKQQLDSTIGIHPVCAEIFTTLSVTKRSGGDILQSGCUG
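Rat TrxR1, dispensed at 90 nM, was prereduced with 400 uM NADPH (final) for 5 min at ~22 deg C, then incubated with compound 15 min before 400 uM selenite. A first-read NADPH fluorescence drop versus no-compound background flagged substrates.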
rTrxR1 inhibitor – qHTS Assay for Inhibitors of Mammalian Selenoprotein Thioredoxin Reductase 1 (TrxR1): qHTS | Thioredoxin reductase 1, cytoplasmic (Rattus norvegicus), O89049 | recombinant rTrxR1, NADPH fluorescence consumption, selenite substrate | Potency, µM (series often up to 114 µM), for the others: at the top dose activity change, negative = inhibition, most hits filed as inhibitors | actives 1% (n = 390,000) | AID 588453, 2011; also: % is scaled to controls: 0 for no effect and ±100 for the full control effect; nearly all actives have a fitted effect of over 65% in size
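Rat TrxR1 (90 nM in the dispensed reagent) was pre-reduced with 400 uM NADPH for 5 min at room temperature, then incubated with compound for 15 min. After 400 uM selenite was added, NADPH fluorescence (Ex 340/Em 450 nm) was followed for 8 min.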
12-LOX inh – Primary qHTS assay for inhibitors of human arachidonate 12S-lipoxygenase (ALOX12): Round 2. Polyunsaturated fatty acid lipoxygenase ALOX12 (Homo sapiens), P18054. purified 12hLO, xylenol orange hydroperoxide absorbance. Potency, µM (highest dose often 108 µM), inactives show at the highest dose activity change, negative = inhibition, hits mostly inhibitors. actives 1.1% (n = 580,000); also: % is scaled to controls: 0 for no effect and ±100 for the full control effect
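Purified human 12hLO (150 nM final) in 25 mM Hepes, 0.01% Triton X-100, pH 7.0 was preincubated 15 min at room temperature with compound. Then 40 uM arachidonic acid was added, 30 min. Hydroperoxide was read by Fe-XO absorbance ratio 573/405 nm.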
Vif-APOBEC3F blk – qHTS for Inhibitors of Vif-A3F Interactions: qHTS; actives 0.2% (n = 390,000); Potency, µM (titrated, usually from 46.1 µM), without a hit: at the top dose activity, negative = active; HeLa A3F-eYFP + Vif (tagged APOBEC3F with the HIV-1 protein that degrades it), YFP fluorescence increase; also: % of control where 0% means no effect; nearly all actives have a fitted effect of over 65% in size
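HeLa cells stably expressing A3F-eYFP plus Vif, plated and incubated overnight at 37 deg C, then exposed to compounds overnight at 37 deg C. Blocked degradation read as raised yellow fluorescence (Ex 488/Em 500-530).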
RXFP1 agonist – qHTS Assay for Agonists of the Relaxin Receptor RXFP1 | Relaxin receptor 1 (Homo sapiens), Q9HBX9 | HEK293T-RXFP1 cAMP TR-FRET, 30 min; response scale: percent of porcine relaxin response, buffer zero | Potency, µM (titrated, usually from 57.5 µM), inactives show top-dose activation, hits mostly activators | actives 0.3% (n = 370,000) | AID 2676, 2010; also: % is scaled to controls: 0 for no effect and ±100 for the full control effect; nearly all actives have a fitted effect of over 60% in size; many of its hits are not listed in these tables
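HEK293T cells stably expressing RXFP1 were pretreated with the PDE4 inhibitor Ro 20174, exposed to compounds for 30 min at 37C, lysed, and cAMP was read by TR-FRET. Data normalized to buffer (basal) and 29 nM porcine relaxin (100%).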
The depositor's hits bear a star; ? = inconclusive; nt = no result given; & = joins results of further samples; [ ] = remark or other dose. Calls follow the shape of the dose curve; as a rule, active = well fitted curve in the direction sought with a large enough effect; inconclusive = small, poorly fitted or top-dose-only effect, or another doubt; inactive = no such curve, though single readings can be large; an effect the other way counts as inactive or inconclusive. Potency is read from the fitted curve at half-maximal effect.

[1] COc1ccc(CCNC(=O)COc2ccc(S(=O)(=O)NC3CCCCC3)cc2Cl)cc1
[2] O=C(Nc1cccc(NC(=S)NC(=O)c2cccs2)c1)c1ccccc1
[3] O=C(NCc1ccc2c(c1)OCO2)C1CCN(S(=O)(=O)N2CCOCC2)CC1
[4] Cc1cc(C)c(C#N)c(Cl)n1
[5] CC(CCc1ccccc1)NC(=O)c1cccnc1 (stereo not given)
[6] O=C(NCCS(=O)(=O)NCc1cccs1)c1ccccc1

Compound	1	2	3	4	5	6
RGS4 inh	-11%	-22%	-5%	-7%	9%	nt
Vif-A3G inh	2%	-2%	2%	-1%	-1%	0%
mIDH1 inhibitor	4%	2%	4%	-2%	8%	13%
USP1-UAF1 inh	-15%	-6%	-11%	-2%	-23%	-15%
TrxR1 substrate	41%[activator]	-10%	-4%	-4%	2%	nt
rTrxR1 inhibitor	55%[activator]	-15%	2%	-4%	0%	nt
12-LOX inh	7%	-14%	-11%	-7%	0%	-3%
Vif-APOBEC3F blk	2%	2%	8%	-15%	nt	-2%
RXFP1 agonist	4.1%	3.3%	1.3%	1.6%	0.1%	nt

Profiles, quoted from the list. Order of values: RGS4 inh, Vif-A3G inh, mIDH1 inhibitor, USP1-UAF1 inh, TrxR1 substrate, rTrxR1 inhibitor, 12-LOX inh, Vif-APOBEC3F blk, RXFP1 agonist
O=C(Nc1cccc(NC(=S)NC(=O)c2cccs2)c1)c1ccccc1 is listed with -22%, -2%, 2%, -6%, -10%, -15%, -14%, 2%, 3.3%
COc1ccc(CCNC(=O)COc2ccc(S(=O)(=O)NC3CCCCC3)cc2Cl)cc1 is listed with -11%, 2%, 4%, -15%, 41%[activator], 55%[activator], 7%, 2%, 4.1%
O=C(NCCS(=O)(=O)NCc1cccs1)c1ccccc1 is listed with nt, 0%, 13%, -15%, nt, nt, -3%, -2%, nt
Cc1cc(C)c(C#N)c(Cl)n1 is listed with -7%, -1%, -2%, -2%, -4%, -4%, -7%, -15%, 1.6%

Continued.
[7] Cn1c(CNC(=O)c2ccccc2F)nnc1SCC(=O)Nc1nncs1
[8] Cc1ccc(Cn2nnnc2CN2CCC(O)(c3cccnc3)CC2)cc1
[9] C=CCn1c(=O)c2ccccc2n2c(SCC(=O)NC)nnc12
[10] CC1CCCN(C(=O)Nc2ccc(Br)cc2Cl)C1 (stereo not given)
[11] CC(=O)NC12CC3CC(C1)CC(C(=O)NCc1ccc(C)cc1)(C3)C2
[12] Cc1nn(Cc2ccc(Cl)c(Cl)c2)c(C)c1NC(=O)c1cc(-c2ccc3c(c2)OCO3)on1

Compound	7	8	9	10	11	12
RGS4 inh	-14%	12%	12%	11%	-11%	-3%
Vif-A3G inh	-2%	0%	0%	-2%	0%	?
mIDH1 inhibitor	-10%	-4%	9%	0%	-1%	-9%
USP1-UAF1 inh	4%	-9%	-6%	-24%	-11%	0%
TrxR1 substrate	-4%[57.1 µM]	-3%	-2%	3%	-4%	-1%
rTrxR1 inhibitor	-9%[57.1 µM]	1%	8%	25%	7%	10%
12-LOX inh	-24%	?	7%	-7%	0%	18%
Vif-APOBEC3F blk	-2%	-6%	-7%	-1%	4%	?
RXFP1 agonist	3.1%	-0.2%	5.7%	-0.4%	-1.1%	0.2%

[13] Clc1cccc(CN2CCSCC2)c1Cl
[14] COC(CNC(=O)CN1C(=O)COc2ccc(S(=O)(=O)N3CCOCC3)cc21)OC
[15] CCOC(=O)c1c(-c2ccccc2Cl)csc1NC(=O)CSc1nc(C)cc(=O)[nH]1
[16] Cc1cc(C)c(C)c(OCCCCn2cnc3ccccc3c2=O)c1
[17] COc1ccc(CCNC(=O)CCn2c(=O)c3cccn3c3ccc(F)cc32)c(OC)c1OC
[18] CC(C)=NNc1cc([N+](=O)[O-])cc2c1C(=O)N(C)S2=O (stereo not given)

Compound	13	14	15	16	17	18
RGS4 inh	-35%	-7%	-5%	19%	16%&4%	-18%
Vif-A3G inh	1%	0%	-8%	-10%	-3%&-4%	1%
mIDH1 inhibitor	6%	0%	?	2%	12%&0%	11%
USP1-UAF1 inh	-17%	-17%	-15%	-11%	-25%&-10%	-25%
TrxR1 substrate	-6%	5%	-11%	0%	5%&2%	0%
rTrxR1 inhibitor	18%[57.1 µM]	16%	-17%	2%	16%&3%	18%
12-LOX inh	?	7%	3%	-8%	3%&-15%	-10%
Vif-APOBEC3F blk	13%	-2%	-13%	5%	0%&-3%	-1%
RXFP1 agonist	1.4%	0.6%	1.2%	-0.4%	2.0%&1.1%	-2.7%

[19] O=C(N/N=C1/CC2C=CCC12)c1cccs1 (stereo not given)
[20] CCC(C)NC(=O)Nc1ccccc1F (stereo not given)
[21] NS(=O)(=O)c1ccc(CNC(=O)Cc2ccccc2F)cc1
[22] O=C(CCSc1ccccn1)c1ccccc1
[23] Cn1c(=O)cc(OCC(=O)NCCc2ccc(Cl)cc2)c2ccccc21
[24] COc1ccc2c(c1OC)C(=O)N(c1nccs1)C2

Compound	19	20	21	22	23	24
RGS4 inh	-10%	-18%	11%	-41%	-8%	13%
Vif-A3G inh	1%	-4%	-12%	-13%	1%	-6%
mIDH1 inhibitor	-7%	1%	-12%	-2%	0%	2%
USP1-UAF1 inh	-14%	-17%	-10%	-11%	-16%	-16%
TrxR1 substrate	-7%	4%	-1%	-6%[57.1 µM]	4%	4%
rTrxR1 inhibitor	0%	7%	24%	2µM*	16%	-5%
12-LOX inh	491%[activator]	4%	-8%	-19%	-3%	5%
Vif-APOBEC3F blk	5%	8%	13%	5%	5%	nt
RXFP1 agonist	1.5%	0.2%	-0.5%	0.9%	3.1%	0.3%

[25] NC(=O)c1cc([N+](=O)[O-])ccc1NCc1ccc(O)cc1
[26] COc1ccc(OC)c2c1CC(C)(C)NC2=O
[27] Cc1ccc(C)c(S(=O)(=O)Nc2ccc(C(=O)NCCCN3CCOCC3)cc2)c1
[28] COc1ccc(CC(=O)N/N=C/c2ccc(Cl)s2)cc1OC
[29] Cc1ccc(SCC(=O)Nc2ccc(C(=O)Nc3ccc(O)cc3)cc2)cc1
[30] O=C(CCCOc1ccccc1)Nc1nnc(C2CCCO2)s1 (stereo not given)

Compound	25	26	27	28	29	30
RGS4 inh	-6%	-5%	14%	9%	6%	15%
Vif-A3G inh	-23%	-3%	0%	-1%	1%	-3%
mIDH1 inhibitor	-1%[38.3 µM]	-11%	6%	-7%	3%	1%
USP1-UAF1 inh	-32%	2%	-2%	-8%	-15%	-22%
TrxR1 substrate	-11%	145%[activator]	-4%[57.1 µM]	-6%	7%[57.1 µM]	0%
rTrxR1 inhibitor	-14%	-8%	1%[57.1 µM]	0%	28%[57.1 µM]	-10%
12-LOX inh	-27%	10%[57.4 µM]	1%	-4%	?	0%
Vif-APOBEC3F blk	-5%	-7%	-6%	-26%	1%	2%
RXFP1 agonist	1.6%	1.3%	-0.4%	0.7%	1.8%	1.0%

[31] O=C(Nc1ccc2nc(-c3ccco3)[nH]c2c1)c1cccs1
[32] Cc1cc(Cl)c2ccccc2n1
[33] Cn1ncc(Cl)c1C(=O)NNC(=O)Nc1cccc2ccccc12
[34] CCOC(=O)C(C(=O)OCC)C1CCS(=O)(=O)C1 (stereo not given)
[35] CCCCNc1ncnc2c1cnn2-c1ccc(Cl)cc1
[36] O=C(NC(=S)NCc1ccccc1)c1cccs1
[37] Cc1noc(C)c1S(=O)(=O)N1CCC(C(=O)c2ccccc2)CC1
[38] Cc1cc(OC(=O)c2ccc(F)cc2)c([N+](=O)[O-])c(=O)[nH]1
[39] O=C(CNC(=S)N(CCCN1CCOCC1)Cc1cccs1)NC1CCCCC1

Compound	31	32	33	34	35	36	37	38	39
RGS4 inh	11%	-5%	-36%	21%	0%	6%	-38%	-2%	-17%
Vif-A3G inh	-9%	0%	-12%	0%	?	-9%	2%	-2%	0%
mIDH1 inhibitor	0%	3%	0%	15%	2%	25%	4%	5%	5%
USP1-UAF1 inh	-2%	-9%	-22%	3%	-17%	-14%	-6%	-11%	-23%
TrxR1 substrate	-11%	5%[57.1 µM]	8%	2%	0%	-4%	-6%[57.1 µM]	-2%	2%
rTrxR1 inhibitor	71µM*	-2%[57.1 µM]	6%	3%	16%	-7%	-4%[57.1 µM]	1%	15%
12-LOX inh	0%	-11%	27%	9%	?	?	1%	-6%	-8%
Vif-APOBEC3F blk	3%	?	2%	0%	-16%	?	8%	22%	0%
RXFP1 agonist	0.0%	0.2%	-0.9%	-1.7%	-0.1%	0.6%	-2.1%	0.9%	1.2%

Assay outcomes: PubChem, National Center for Advancing Translational Sciences (NCATS)

Some of the compounds tested, so the mix of outcomes need not match the whole.
